PRMT1 inh: PRMT1 methyltransferase inhibitors, primary screen, biochemical, fluorescence polarization. Protein arginine N-methyltransferase 1 (Homo sapiens), Q99873. recombinant PRMT1, activity-based probe fluorescence polarization. inhibition, % at 2.79 µM. hit rate 1.3% among 370,000. AID 652257, 2013;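 active means inhibition above about 21% made by adding two undisclosed values, limit read from the data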
KLK7 zymogen act: proKLK7 zymogen activators, primary screen, biochemical, fluorescence intensity; activation, % at 7 µM; AID 652039, 2013; purified proKLK7, EDANS-DABCYL substrate fluorescence; 100% is mature enzyme control, 0% vehicle; hit rate 0.9% among 370,000; Kallikrein-7 (Homo sapiens), P49862;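 active means activation above the mean of all tested compounds plus 3 SD, computed per campaign excluding outliers beyond control limits, cut at about 13% in these data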
DDE Tn7 FP inh: inhibitors of Tn7 peptide binding to fibrin DD(E), primary screen, biochemical, fluorescence polarization, human fibrin, Tn7 probe | Fibrinogen beta chain (Homo sapiens), P02675 | FP displacement of FITC-Tn7 peptide from fibrin DD(E); 0% = median of compound wells per plate | inhibition, % at 8.3 µM | hit rate 0.13% among 370,000 | AID 720508, 2013;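 active means inhibition above the mean of compounds falling within the control limits plus 3 SD of them, cut at about 14% in these data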;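 further: 0% = plate median of compound wells and 100% = 10 µM Aha-Tn7 peptide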
Target sequence (P02675 whole entry, looked up): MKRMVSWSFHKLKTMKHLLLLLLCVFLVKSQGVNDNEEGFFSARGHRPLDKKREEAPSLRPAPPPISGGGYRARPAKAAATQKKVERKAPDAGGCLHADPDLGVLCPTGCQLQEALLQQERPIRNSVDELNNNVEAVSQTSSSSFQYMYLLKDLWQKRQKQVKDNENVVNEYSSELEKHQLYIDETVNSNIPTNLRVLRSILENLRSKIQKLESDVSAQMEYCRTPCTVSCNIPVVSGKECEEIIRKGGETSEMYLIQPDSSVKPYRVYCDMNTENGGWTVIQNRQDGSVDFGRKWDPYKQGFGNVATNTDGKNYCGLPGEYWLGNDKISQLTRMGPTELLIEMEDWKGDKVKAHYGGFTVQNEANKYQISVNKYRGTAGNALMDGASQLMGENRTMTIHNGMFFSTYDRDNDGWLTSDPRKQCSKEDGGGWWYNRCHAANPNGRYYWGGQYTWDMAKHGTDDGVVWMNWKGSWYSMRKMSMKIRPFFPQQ
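Test system: human clot-derived fibrin DD(E) complex / Quantity: 2 µM final DD(E) protein / Incubation: 10 min plus 3 h, room temperature / Measured by: fluorescence polarization / Benchmarks: high control of 10 µM Aha-Tn7 peptide / Replicates: singlicate testing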
SIAE primary: human SIAE inhibitors, primary screen, biochemical, fluorescence polarization, FP-Rh probe, 1536-well HTS; SIAE FP-Rh probe binding; Sialate O-acetylesterase (Homo sapiens), Q9HAT2; inhibition, % at 9.66 µM; hit rate 0.69% among 370,000;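 active means inhibition above a cutoff: mean of compounds within the control limits plus 3 SD of those, cut at about 17% in these data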;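 further: 0% = plate median of compound wells and 100% = probe without SIAE protein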
Target sequence (Q9HAT2 whole entry, looked up): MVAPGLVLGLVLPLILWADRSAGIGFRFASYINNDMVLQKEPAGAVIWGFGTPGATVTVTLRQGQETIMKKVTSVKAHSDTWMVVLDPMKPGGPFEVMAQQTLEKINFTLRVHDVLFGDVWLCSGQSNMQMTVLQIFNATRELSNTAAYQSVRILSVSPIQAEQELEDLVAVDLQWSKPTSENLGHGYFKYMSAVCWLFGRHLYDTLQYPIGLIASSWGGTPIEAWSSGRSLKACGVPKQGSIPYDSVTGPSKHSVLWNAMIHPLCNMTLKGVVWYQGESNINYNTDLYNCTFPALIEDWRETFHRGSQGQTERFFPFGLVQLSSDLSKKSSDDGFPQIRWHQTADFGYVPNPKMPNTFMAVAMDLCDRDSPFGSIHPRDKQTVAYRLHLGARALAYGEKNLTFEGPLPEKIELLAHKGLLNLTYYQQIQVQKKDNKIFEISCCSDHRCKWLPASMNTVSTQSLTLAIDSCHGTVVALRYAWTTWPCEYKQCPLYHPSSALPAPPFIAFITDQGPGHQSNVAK
TDP2 absorb: human TDP2 enzyme inhibitors, primary screen, biochemical, epi absorbance, recombinant enzyme; hit rate 0.34% among 370,000; inhibition, % at 12.8 µM; AID 720702, 2013; Tyrosyl-DNA phosphodiesterase 2 (Homo sapiens), O95551; T5PNP hydrolysis, p-nitrophenol absorbance 415 nm;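 active means inhibition above the mean of all tested compounds plus 3 SD, set per campaign, cut at about 25% in these data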;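 further: 0% = DMSO with enzyme and 100% = buffer with substrate but no TDP2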
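Evaluation: % inhibition relative to enzyme-containing and enzyme-free wells. Material: recombinant human TDP2. Benchmarks: enzyme-free and DMSO wells. Timing: enzyme reaction with compound for 2 h at 37 °C. Compound dosing: 12.8 µM only. Measured by: p-Nitrophenol epi absorbance. Reagent: T5PNP substrate at 5 mM, a TopII-DNA adduct mimic. Replication: single well per compound.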
LEDGF integ inh: blockers of LEDGF/p75-dependent integrase strand transfer – biochemical, TR-FRET, high throughput, primary screen | HIV-1 integrase (with human LEDGF/p75) | TR-FRET IN-LEDGF/p75 DNA integration, Eu/Cy5 | inhibition, % at 3.7 µM | hit rate 0.64% among 370,000 | AID 743269, 2014;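 active means inhibition above the screen-wide mean plus 3 SD, cut at about 13% in these data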;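 further: signal is the Cy5 over europium emission ratio at 671 and 618 nm; 0% = plate median of compound wells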
UHRF1 MBD2 ctr: UHRF1 methylated DNA binding inhibitors, primary screen, counter-screen for MBD2 inhibitor project, biochemical, TR-FRET, human UHRF1, single concentration; E3 ubiquitin-protein ligase UHRF1 (Homo sapiens), Q96T88; UHRF1 binding to methylated oligo; hit rate 0.75% among 370,000; inhibition, % at 4.4 µM; in the data active means inhibition above about 21%;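 further: UHRF1 SRA domain binding a hemimethylated CpG hairpin DNA probe; 0% = median of test compound wells and 100% = reference inhibitor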
MBD2 DNA inh: inhibitors of MBD2 binding to methylated DNA, primary screen, biochemical, TR-FRET, DNA-binding domain, human; Methyl-CpG-binding domain protein 2 (Homo sapiens), Q9UBB5; MBD2 binding to methylated oligonucleotide; inhibition, % at 4.4 µM; hit rate 0.31% among 370,000; AID 686964, 2013; in the data active means inhibition above about 13%
DDE Tn6 FP inh: inhibitors of Tn6 peptide binding to fibrin DD(E), primary screen, biochemical, fluorescence polarization, human fibrin, Tn6 probe; Fibrinogen beta chain (Homo sapiens), P02675; Fibrin DD(E) TRITC-Tn6 fluorescence polarization displacement; inhibition, % at 8.3 µM; hit rate 0.21% among 370,000; AID 720509, 2013;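 active means inhibition above a per-campaign cutoff: mean of compounds within control limits plus 3 SD, cut at about 15% in these data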;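 further: 0% = median of all compound wells on the plate and 100% = blocking peptide control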
TCR-CD3 inh: inhibitors of human TCR-CD3 interaction, primary screen, biochemical, fluorescence, TAMRA-labeled TCR probe. T-cell receptor (TCR). inhibition, % at 9.4 µM. hit rate 0.37% among 360,000; in the data active means inhibition above about 19%;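 further: recombinant mutant TCR 2C K166C tagged with TAMRA read by polarization; 0% = receptor in buffer alone and 100% = receptor with positive control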
Active calls of the source: *. Hits appear at their usual frequency. Share with any hit: about 4.6%.

compound	UHRF1 MBD2 ctr	MBD2 DNA inh	TDP2 absorb	PRMT1 inh	TCR-CD3 inh	DDE Tn7 FP inh	DDE Tn6 FP inh	SIAE primary	KLK7 zymogen act	LEDGF integ inh
CC(C)(C)NC(=O)C(Cc1ccccc1)NS(=O)(=O)c1cccc2nsnc12 (centres undefined)	0	1	-1	-2	5	-1	0	-1	1.1	1
CC(C)(C)C(=O)N(Cc1ccc(Cl)cc1)Cc1cccnc1	-3	-8	-3	-1	2	-2	3	-5	0.4	-4
Cc1cccc(N2C(=O)C=CC2=O)c1	1	-6	-2	71*	-1	-8	0	2	-1.2	9
NC(=O)CSc1ncnc2c1nnn2Cc1ccc(F)cc1	5	-3	-17	5	-10	0	-11	-1	-0.2	-5
O=C(NNc1ccc([N+](=O)[O-])cc1)Nc1ccccc1	2	5	1	10	-4	-6	-1	1	1.0	-1
COc1cc(C(=O)Nc2ccc(N3CCCS3(=O)=O)cc2)c([N+](=O)[O-])cc1OC	0	2	-6	-1	4	-8	-5	4	0.3	5
CC(=Nc1ccc(C)c(C)c1)C1=C(O)CCC1=O	3	4	-7	4	-1	7	1	-1	0.7	-1
O=C1NC[C@@H](CCCCN2C[C@H](Cc3ccc(O)cc3)N(CCc3ccccc3)C(=O)C2=O)N(CCc2ccc(O)cc2)C1=O	3	-4	2	-2	1	1	-4	-1	0.5	2
O=C(NCc1ccc(OC(F)(F)F)cc1)C1CC(c2ccccc2C(F)(F)F)=NO1 (centres undefined)	0	0	-9	2	1	0	-3	7	-0.5	0
O=C(NCc1ccc2c(c1)OCO2)C1CC(=O)N(C2CCCCCCC2)C1 (centres undefined)	3	4	5	1	-1	9	-13	2	-0.5	-1
O=C(/C=C/c1cccs1)Nc1scc(-c2ccccc2)c1C(=O)O	22*	14*	16	13	-6	7	0	-33	-0.3	23*
COCc1ccc(C(=O)NC2CCCc3c2cnn3-c2ccc(C)c(C)c2)o1 (centres undefined)	-3	5	5	-2	-5	2	-7	4	-0.8	1
Cc1cccc(NS(=O)(=O)Cc2ccccc2)n1	1	-2	5	1	4	10	-3	-7	2.1	-1
COc1nc(Nc2ccc(-c3nc4ccccc4o3)cc2)nc(N2CCOCC2)n1	-1	3	1	-1	3	-3	1	-17	2.7	2
Cc1ccc(Cn2c(Sc3nnc(C)s3)nc3c2c(=O)[nH]c(=O)n3C)cc1	0	5	2	0	-13	2	0	-12	0.0	-3
O=C(Nc1ccccc1O)c1ccc2c(c1)C(=O)N(N1C(=O)c3ccccc3C1=O)C2=O	0	-3	-7	0	0	-1	1	6	-0.1	-3
O=C(NC1CCCCC1c1ccccc1)c1ccccc1 (centres undefined)	1	-5	4	2	-2	1	3	-3	0.1	1
O=C(OCc1ccccc1)C1CCN(S(=O)(=O)c2cccs2)CC1	0	0	0	2	2	-4	0	1	0.2	2
COc1cc(OC)cc(C(=O)NNC(=S)NCc2ccco2)c1	-1	2	-4	-1	-2	-7	9	14	0.1	1
CN1C(=S)SC(C)(C)C1/[N+]([O-])=C/c1cccnc1 (centres undefined)	-1	1	-11	2	6	-11	1	-2	-0.5	-1
CCCCCCC1CC(/C(C)=N\NC(N)=O)OC1=O (centres undefined)	-1	1	-4	3	-7	-7	2	6	-1.1	4
Cc1ccc2cc(NC(=O)C3(C)CCN3C(C)C)ccc2n1 (centres undefined)	2	0	14	3	-4	7	-7	6	0.2	0
CCC(=O)c1ccc(OCC(=O)OCC(=O)NCCC2=CCCCC2)cc1	0	-1	1	-4	-3	-1	-1	2	0.4	3
COc1ccc(CNC(=O)C(C)NCc2ccc(S(N)(=O)=O)cc2)cc1 (centres undefined)	0	4	2	1	-5	5	-7	-1	-0.6	-1
C/C(=N\NC(N)=O)C1CC(CC(C)C)C(=O)O1 (centres undefined)	-1	0	-3	4	0	3	0	-2	0.4	-2
CCc1ccc(NC(=O)C(C)Sc2ccc(S(=O)(=O)N3CCN(C)CC3)cn2)cc1 (centres undefined)	0	2	-1	-3	0	-1	-3	1	1.2	-1
CCC1CCCCN1CCCNC(=O)CNC(=O)Cn1ccc2ccccc2c1=O (centres undefined)	4	8	-9	3	-7	-2	-4	-8	-1.4	-1
Cc1cc(NC(=O)CCC(=O)N(Cc2ccccc2)C(C(=O)NC2CCCC2)c2ccc(C)o2)no1 (centres undefined)	-1	-3	0	2	-1	-10	-3	-9	0.5	-2
CCOCCCNC(=O)c1cn(CC)c2ccc(S(=O)(=O)N3CCC(C)CC3)cc2c1=O	-2	-2	3	1	8	-7	-1	-6	0.5	0
COc1cc(C)nn1-c1ccc(Cl)cc1	3	1	5	-2	7	0	5	9	-0.6	-3
CC(=O)Nc1ccc(NC(=O)CSc2ccc3nnc(-c4cccnc4)n3n2)cc1	-1	-1	-14	-6	-4	-3	0	-7	0.2	4
Cc1sc(N/N=C/c2ccco2)nc1-c1ccccc1	-1	0	-3	5	-4	-2	-7	3	-0.7	-3
COc1ccc(NC(=O)c2cnc(SC)n2-c2ccc(F)cc2)c(OC)c1	1	-1	5	7	-1	-5	6	1	0.0	-2
Cn1c(SCc2nc3cc(C(=O)O)ccc3c(=O)[nH]2)nnc1C(F)(F)F	0	5	5	-4	2	-4	0	11	0.2	4
O=C(NCc1ccccn1)c1cccc(S(=O)(=O)N2CCc3ccccc32)c1	1	0	-2	-3	-3	-5	0	0	0.2	4
CC(NC(=O)C1CCN(S(=O)(=O)c2ccc3nc4c(c(C(=O)O)c3c2)CCCC4)CC1)c1ccccc1 (centres undefined)	-2	-1	1	3	-4	2	-4	2	-1.4	4
CC1(C)CC(=O)C(C2C3=C(CC(C)(C)CC3=O)Oc3ccccc32)=C(O)C1 (centres undefined)	-3	3	2	-2	1	3	-5	7	4.9	-1
COc1ccccc1CN1CC(C(=O)N(C)CCCn2nc(C)cc2C)CCC1=O (centres undefined)	-1	4	-9	0	4	-8	-1	0	-0.5	3
O=C1c2ccccc2C(=O)N1CSc1ncccn1	1	3	-5	17	5	-6	6	-2	-0.1	0
CCCCNc1ccc2c(c1)OC[C@H](CC(C)C)NS2(=O)=O	1	-6	3	-4	7	4	2	-5	-0.7	2
COc1ccc(CCNC(=O)C2CCC(=O)N(CCc3ccc(OC)cc3)C2)cc1 (centres undefined)	3	2	-3	1	0	2	1	0	0.0	-2
CC(C)(C)CC(C)(C)N=C1Nc2cc(Cl)c(Cl)cc2NC12C[C@H]1CCC(=O)N3CC[C@@H](C2)[C@@H]13 (some centres undefined)	-2	-2	-7	1	-3	5	-2	2	-0.4	-1
C=CCOc1ccc(CNc2ccc3[nH]c(=O)[nH]c3c2)cc1	-3	5	13	10	3	-2	1	-1	0.9	-1
CC(C)C1=NOC(C(=O)N2CCC(N3CCC(C(=O)N4CCOCC4)CC3)CC2)C1 (centres undefined)	0	-2	2	0	0	-6	1	7	-0.2	-3
NC(=O)C1CCN(C(=O)C(Cc2ccccc2)NC(=O)c2ccccc2)CC1 (centres undefined)	15	5	5	3	-5	0	2	-1	0.7	-3
CCN1CCCC1CN(Cc1cc2ccc(C)cc2[nH]c1=O)C(=S)Nc1cccc(OC)c1 (centres undefined)	2	7	4	-3	6	-7	-9	4	-0.1	1
COc1cccc(/C=N/NC(N)=S)c1OCc1cccc(Cl)c1	-1	-1	6	7	-1	1	-8	2	-0.8	2
C[C@@H](c1ccccc1)N1C[C@@H](COCc2ccccc2)Oc2cc(N3CCC[C@@H]3CO)ccc2S1(=O)=O	-1	1	6	-1	-2	7	-3	-3	0.0	-3
NS(=O)(=O)c1ccc(NC(=O)COc2ccc(S(=O)(=O)N3CCCC3)cc2)cc1	-1	-3	-5	0	3	1	1	7	-0.6	-4
COc1cccc(NC(=O)CCNC(=O)N2CC(=O)Nc3ccccc32)c1	3	-5	1	0	8	-3	-1	-3	0.9	3

Next part:
compound	UHRF1 MBD2 ctr	MBD2 DNA inh	TDP2 absorb	PRMT1 inh	TCR-CD3 inh	DDE Tn7 FP inh	DDE Tn6 FP inh	SIAE primary	KLK7 zymogen act	LEDGF integ inh
CCNc1oc(COc2ccccc2F)nc1C#N	2	2	-1	2	-4	1	-7	0	-0.4	0
C=CCC[C@@H](Cc1ccc(F)cc1)C(=O)OC[C@@H](Cc1c[nH]c2ccccc12)NC(=O)[C@H](CC=C)CC(=O)N(CCO)Cc1ccccc1	0	-2	4	1	2	-1	4	-3	0.4	-3
O=C(NCCc1cccs1)Nc1nnc([C@H]2C[C@H](O)[C@@H](CO)O2)s1	-1	2	-16	-2	5	-8	-4	-7	0.2	5
COc1ccc(NC(=S)NCCSc2ccc(C)cc2)c(OC)c1	3	-2	-13	1	-6	-4	-4	-3	0.0	0
Nc1n[nH]c(S(=O)(=O)CCCc2ccccc2)n1	0	-7	9	0	6	-2	4	5	-0.1	4
CCOC(=O)C1CCCN(C(=O)CCNS(=O)(=O)c2ccc(Br)cc2)C1 (centres undefined)	2	8	-10	9	4	2	-11	0	0.0	-7
O=C(Nc1ccccc1C(=O)NC1CCCCC1)c1ccccc1	2	-4	13	1	2	-3	3	2	-0.6	1
Cc1nn(-c2ccc(Cl)cc2Cl)c(C)c1C(=O)O	1	7	1	0	-3	-3	-1	6	-0.7	1
CN(C)c1ccc(C=Nc2ccccc2)cc1	-3	-3	12	-3	-5	-7	0	2	-0.1	2
COC(=O)c1ccc(C(=O)Nc2ccc3nc(-c4cccnc4)[nH]c3c2)cc1	-1	-1	0	-2	-2	2	2	-10	20*	-1
CC(C)c1ccc(C(O)c2cnc(C(C)C)n2C)cc1 (centres undefined)	2	-2	9	5	-6	3	-6	-1	0.9	1
CCN(CC(=O)Nc1cc(Cl)ccc1-n1cncn1)Cc1nc2ccccc2c(=O)[nH]1	2	5	3	3	3	6	-1	8	0.3	-8
